Screening data deposited in PubChem BioAssay by several laboratories.
Diaphorase act: activates diaphorase or chemically reduces, flagging diaphorase assay artifacts | Diaphorase/resazurin coupled assay, resorufin fluorescence, 16 min; hits give high values; 1 = vehicle wells, 0 = NADH-free wells | activation factor at 20 µM | AID 1229 | 0.005% of 190,000 active;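 active means diaphorase activity raised at least twofold by the compound at 20 µM; inactive means activation factor below 2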
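Measured by – red resorufin fluorescence at 544/590 nm excitation/emission · Test system – Clostridium kluyveri diaphorase, purified enzyme · Incubation – reaction time 16 min, room temperature · Buffer or medium – 50 mM HEPES pH 7.4 with 4.542 mM MgCl2, 0.005% Tween 20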
DTT redox prof: compounds producing H2O2 with reducing agent – biochemical, NIH compound library profiling, artefact control for MLSCN library redox annotation, primary screen | DTT-dependent redox cycling H2O2, phenol red/HRP absorbance; 100% = 100 µM peroxide control, 0% = buffer | activation, % at 10 µM | 0.03% of 200,000 active;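 active means activation of at least 50% relative to the plate's high and low controls in the primary single-dose screen; inactive means activation below 50%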;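 further: compound incubated with DTT at 0.8 mM final as the reducing agent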
TLR4-MyD88 BLA: blocks binding of human TLR4 to MyD88; 0.18% of 200,000 active; HeLa CL3-4 TLR4/MyD88 BLA complementation, FRET ratio; AID 861; inhibition, % at 8.4 µM; in the data active means inhibition above about 25%;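 further: 0% = vehicle and 100% = reference inhibitor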
Target sequence (O00206 whole entry, looked up): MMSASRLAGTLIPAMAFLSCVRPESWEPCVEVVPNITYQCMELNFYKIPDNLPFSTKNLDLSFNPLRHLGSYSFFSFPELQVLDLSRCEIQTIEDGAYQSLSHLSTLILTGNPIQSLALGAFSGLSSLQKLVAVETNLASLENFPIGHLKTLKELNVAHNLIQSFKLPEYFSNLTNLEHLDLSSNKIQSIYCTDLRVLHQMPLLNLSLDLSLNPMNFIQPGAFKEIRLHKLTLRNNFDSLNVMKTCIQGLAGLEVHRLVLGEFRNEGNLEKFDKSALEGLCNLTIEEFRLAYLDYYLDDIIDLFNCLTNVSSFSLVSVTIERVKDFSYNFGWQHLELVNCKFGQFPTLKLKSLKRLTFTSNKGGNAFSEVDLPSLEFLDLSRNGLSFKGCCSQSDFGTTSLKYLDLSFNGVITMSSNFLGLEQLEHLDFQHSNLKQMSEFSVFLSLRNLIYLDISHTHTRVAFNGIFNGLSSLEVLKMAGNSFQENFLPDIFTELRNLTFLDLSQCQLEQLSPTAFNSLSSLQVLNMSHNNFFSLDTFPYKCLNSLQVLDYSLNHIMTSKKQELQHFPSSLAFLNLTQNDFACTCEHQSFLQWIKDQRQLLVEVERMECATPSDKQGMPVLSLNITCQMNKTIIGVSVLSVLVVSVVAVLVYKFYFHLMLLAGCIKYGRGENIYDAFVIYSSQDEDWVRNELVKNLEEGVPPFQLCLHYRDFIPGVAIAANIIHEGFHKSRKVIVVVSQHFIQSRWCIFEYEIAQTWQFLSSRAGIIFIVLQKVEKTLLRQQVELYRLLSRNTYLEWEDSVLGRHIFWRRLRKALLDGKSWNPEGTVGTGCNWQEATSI
Target sequence (Q99836 whole entry, looked up): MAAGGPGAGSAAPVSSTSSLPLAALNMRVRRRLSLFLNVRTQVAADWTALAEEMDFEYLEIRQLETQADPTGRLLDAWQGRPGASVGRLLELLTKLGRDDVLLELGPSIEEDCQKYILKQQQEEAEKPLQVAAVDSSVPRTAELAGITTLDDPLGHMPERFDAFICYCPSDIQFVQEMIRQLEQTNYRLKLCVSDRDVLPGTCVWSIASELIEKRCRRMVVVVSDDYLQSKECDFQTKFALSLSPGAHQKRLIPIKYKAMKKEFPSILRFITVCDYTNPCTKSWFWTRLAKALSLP
Lmaj promast: reduces viability of Leishmania major promastigotes; AID 1063; inhibition, % at 10 µM; 9% of 200,000 active; resazurin fluorescence viability;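 further: promastigotes grown with compound for 44 hours at 28 °C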
G6PDH counter: inhibits Leuconostoc G6PDH, flagging false hits in G6PDH-based assays; Purified L. mesenteroides G6PDH, diaphorase/resazurin coupled fluorescence, 45 min; AID 1020; inhibition, % at 5 µM; 0.12% of 200,000 active
S1P3 antagonist: blocks the human S1P3 receptor. Q99500. 0.27% of 170,000 active. inhibition, % at 4.98 µM. CHO S1P3 NFAT-BLA reporter, FRET fluorescence, antagonist mode;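 active means inhibition above the plate cutoff, the mean inhibition of test wells on that plate plus 3 SD, cut at about 28% in these data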;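 further: cells challenged with S1P at its EC80 of 0.8 µM; blue over green emission ratio from cleaved BLA substrate after 4 h stimulation; 0% = S1P-stimulated wells and 100% = unstimulated DMSO-only wells; some compounds past the cut are filed as inactive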
RAM inhibit: blocks the yeast RAM network. inhibition, % at 50 µM. AID 868. 1.8% of 190,000 active. S. cerevisiae dse1pr::URA3 reporter, 5-FOA growth OD615, 2 d; analog-sensitive cbk1-as2 kinase mutant strain;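 active means inhibition above a set limit, 3 SD over mean compound inhibition, cut at about 8.4% in these data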;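 further: 0% = DMSO-only wells with no growth and 100% = 10 µM 1-NA-PP1 full growth; inhibition rescues growth on 5-FOA so higher OD means more RAM inhibition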
PMI act satM6P: PMI (human) activation, high substrate. P34949. coupled PMI enzyme assay, resazurin fluorescence, 20 min; hits give high values; 1 = untreated enzyme, 0 = substrate-free blank. activation factor at 20 µM. 0.34% of 190,000 active. AID 1216;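 active means activation factor of 2 or more at 20 µM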
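Test system: human phosphomannose isomerase with PGI, G6PDH, diaphorase coupling enzymes; amount: 15 ng/mL PMI; incubation: enzyme reaction with compound 20 min at room temperature; technique: resorufin fluorescence (Ex 544/Em 590 nm) from resazurin via diaphorase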
Diaphorase inh: inhibits diaphorase or chemically oxidizes, flagging diaphorase assay artifacts; AID 1217; inhibition, % at 20 µM; 0.69% of 190,000 active; diaphorase resazurin-to-resorufin fluorescence, NADH, 16 min; bacterial (C. kluyveri) enzyme, not human;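 active means primary screen inhibition at 20 µM above a set limit, cut at about 50% in these data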;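 further: plate controls were DMSO with full reaction for no effect and wells lacking NADH for full effect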
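material = Clostridium kluyveri diaphorase enzyme | amount = 0.14 U/mL diaphorase, enzyme working solution | schedule = incubation 16 min, room temperature | detection = fluorescence of resorufin formed from resazurin, Ex 544/Em 590 nm | benchmarks = positive control minus NADH, DMSO neutral control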
PMI activator: increases human mannose-6-phosphate isomerase activity; activation factor at 20 µM; purified human PMI, coupled resazurin fluorescence, 20 min; hits give high values; 1 = vehicle control, 0 substrate-free wells; 0.005% of 190,000 active; AID 1214; P34949;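 active means activation factor of 2 or more at 20 µM, relative to plate controls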
Hsp70 act: Hsp70 transcriptional activation, primary screen | 0.04% of 200,000 active | AID 1203 | HeLa Hsp70 promoter luciferase reporter, luminescence; scaled: vehicle 0, proteasome-inhibitor control 100% | activation, % at 10 µM;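 active means activation above the mean across all tested compounds plus 3 SD, cutoff set per campaign, cut at about 5.5% in these data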;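 further: 100% = MG132 at 30 µM as the positive control and 0% = DMSO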
Active calls of the source: *; x = no result given. Unless noted, no stated cut-off is given here; in the data, active means inhibition above about 50%; inactive means the rest.

SMILES | Diaphorase act | DTT redox prof | TLR4-MyD88 BLA | Lmaj promast | G6PDH counter | S1P3 antagonist | RAM inhibit | PMI act satM6P | Diaphorase inh | PMI activator | Hsp70 act
O=C1c2cccc(O)c2C(=O)c2c(O)cccc21 | 0.7 | 3.7 | -1.3 | -7.6 | 17.4 | -7.9 | 4.6 | 0.8 | 25.5 | 1.2 | -0.3
O=S(=O)(c1ccc(Cl)c(Cl)c1)c1snnc1-c1ccccc1 | 0.8 | 0.2 | 22.8 | 99.5* | -6.6 | x | 7.4 | 1 | 21.1 | 0.9 | -0.3
CC(C)N(C(=O)COC(=O)c1ccc(Cl)c(S(N)(=O)=O)c1)C(C)C | 1 | 0.8 | 6.2 | -1.6 | 5.5 | -4.8 | 0.7 | 0.9 | 4.4 | 0.9 | -0.2
CC(NC(=O)c1cccc(F)c1)C(c1cccs1)N1CCN(C)CC1 (stereo unspecified) | 1 | 1.9 | -3.8 | -0.2 | 1.3 | -8.4 | 1.0 | 1 | -4.0 | 1 | 0.1
COC(=O)N/N=C(\C)c1ccccc1OC(F)F | 0.9 | 0.4 | 4.0 | -6.4 | -0.7 | -0.3 | 1.4 | 1.1 | 5.8 | 1.1 | -0.2
Cc1cc2ncn(/N=C/c3ccc([N+](=O)[O-])s3)c2cc1C | 0.9 | 0.2 | 0.1 | 100.4* | -21.0 | -2.5 | 0.9 | 0.9 | 11.2 | 0.9 | -0.4
CNC(=O)C(NC(=O)CNC(=O)c1ccc(Cl)cc1)C(C)(C)C (stereo unspecified) | 0.9 | 0.1 | 18.4 | -10.5 | 11.0 | -11.6 | 0.5 | 1 | 7.3 | 1 | -0.2
CCCCN(CCCC)CCNC(=O)CSCc1ccc(C)cc1 | 0.8 | -0.9 | -15.7 | 83.0* | 6.9 | -11.6 | 0.9 | 0.9 | 15.0 | 0.9 | -0.5
Cc1ccc2nc(-c3ccc(NC(=O)COC(=O)c4ccc([N+](=O)[O-])o4)cc3)sc2c1 | 1.1 | -0.4 | 10.4 | -0.6 | 9.1 | -5.9 | 4.3 | 1.1 | -6.0 | 1.1 | -0.2
O=C(N/N=C1\CCCc2c1[nH]c1ccc([N+](=O)[O-])cc21)c1ccncc1 | 1 | 0.1 | -11.9 | -4.3 | -18.9 | 0.5 | 8.4* | 1 | -3.3 | 1 | -0.2
Cc1ccc(Nc2nc(N)c([N+](=O)[O-])c(N3CCC(C)CC3)n2)cc1C | 0.7 | -0.5 | -11.3 | 22.5 | 1.8 | -16.5 | 1.2 | 0.8 | 30.9 | 0.8 | -0.4
COC(=O)Cc1c(C)nc2nc(NCc3cccc([N+](=O)[O-])c3)[nH]n2c1=O | 0.9 | -0.5 | 7.8 | -7.0 | 5.0 | x | 0.7 | 0.9 | 12.5 | 0.9 | -0.1
CC1=CC(C)C(C[N+]2(C)CCCCC2)C(C)C1 (stereo unspecified) | 1 | -0.4 | -5.0 | -9.4 | 3.8 | -10.9 | 1.9 | 1.3 | -4.5 | 1.3 | -0.1
O=C(Nc1nc2c(s1)CCCC2)C1CCCN1C(=O)c1cccs1 (stereo unspecified) | 0.9 | 0.6 | -2.2 | 8.3 | -3.3 | 7.8 | 2.4 | 1 | 14.2 | 0.9 | -0.1
Clc1ccc(-c2noc(CN(Cc3ccccn3)CC3CCCO3)n2)cc1 (stereo unspecified) | 0.9 | -0.4 | 7.4 | -7.1 | -0.9 | -9.7 | -0.5 | 1 | 7.6 | 0.9 | -0.2
COc1ccccc1NC(=S)N(Cc1ccco1)Cc1cc2cc(C)ccc2[nH]c1=O | 0.9 | -0.1 | -4.9 | 22.9 | -13.5 | 1.0 | 2.2 | 0.9 | 11.2 | 0.8 | -0.1
CCc1ccc2[nH]c(O)c(N=Nc3nc(-c4ccccc4)cs3)c2c1 | 0.8 | 1.9 | 9.3 | 6.6 | 5.3 | x | 2.9 | 0.8 | 23.9 | 0.8 | 0.0
Cn1ccnc1SCC(=O)Nc1ccc2c(c1)COC2=O | 0.9 | 0.4 | 10.6 | -4.3 | -7.7 | 13.6 | 2.4 | 1 | 10.9 | 1 | 0.1
O=C(COC(=O)c1ccc([N+](=O)[O-])o1)NC1CCS(=O)(=O)C1 (stereo unspecified) | 0.8 | 34.9 | -4.6 | -2.7 | 10.0 | -5.7 | 1.2 | 0.8 | 18.3 | 0.8 | -0.5
N#Cc1ccc(C(c2nnnn2CCc2ccccc2)N2CCCCCC2)cc1 (stereo unspecified) | 0.7 | 3.2 | -6.5 | 16.3 | 4.7 | 23.2 | 0.0 | 0.9 | 25.8 | 0.9 | -0.4
O=C1CC(N2CCN(C(c3ccccc3)c3ccccc3)CC2)C(=O)N1 (stereo unspecified) | 0.9 | 0.5 | 3.5 | -2.8 | 4.9 | 18.7 | -0.6 | 0.8 | 9.2 | 1 | -0.6
COc1cc(C(=O)Nc2nnc(SC)s2)c([N+](=O)[O-])cc1OC | 0.7 | -1.3 | -8.2 | 7.3 | 1.1 | -4.3 | 1.8 | 0.6 | 29.7 | 1 | 0.1
O=S(=O)(c1cccs1)N1CCN(CC(O)COc2cccc(Br)c2)CC1 (stereo unspecified) | 0.8 | 0.1 | 8.9 | 98.1* | -0.9 | x | 1.5 | 0.9 | 15.5 | 0.9 | 0.5
CN(C)CCCNC(=O)CCc1nc2ccccc2c(=O)[nH]1 | 0.9 | 1.4 | 5.5 | -5.9 | 4.9 | x | 2.2 | 1 | 10.4 | 1 | -0.4
COc1ccc2nc(C)cc(SCC(=O)Nc3c(C)cccc3C)c2c1 | 0.9 | 0.9 | 1.1 | 0.9 | 0.4 | -5.4 | -0.8 | 0.9 | 9.3 | 0.8 | -0.4
COc1cc(C2C3=C(CCCC3=O)Nc3ccc4ncccc4c32)ccc1O (stereo unspecified) | 0.9 | -2.0 | 0.7 | -14.0 | 7.7 | -3.6 | -0.6 | 0.7 | 10.8 | 1.1 | 0.5
CCc1ccc2[nH]c(=O)c(CN(CCCN3CCOCC3)C(=O)Nc3ccc(F)cc3)cc2c1 | 0.9 | -0.5 | -5.6 | 24.5 | 12.6 | -16.6 | 2.1 | 0.9 | 11.1 | 0.8 | -0.3
C/C(NC1CCCCC1)=C(/C#N)C(=O)NCCN1CCOCC1 | 0.9 | 1.0 | -3.7 | 50.0* | 2.7 | -8.9 | 0.8 | 1 | 8.0 | 1.1 | -0.2
Fc1cccc(F)c1/C=N/NC(=S)Nc1cccnc1 | 0.9 | -2.1 | 3.6 | 3.0 | -2.8 | -21.8 | 3.1 | 1.1 | 9.4 | 1 | -0.2
Cc1ccc(N(CC(=O)NC2CCCCCC2)S(=O)(=O)c2c(C)nn(C)c2C)cc1 | 0.9 | -0.2 | 10.1 | 9.9 | 3.2 | -3.2 | 2.6 | 1 | 10.3 | 1 | 0.0
CO/N=C/NC(=O)N1OC[C@@H]2COc3ccc4ccccc4c3[C@@H]21 | 1 | 0.1 | -3.9 | 0.8 | 8.2 | x | 1.9 | 1 | 3.6 | 1 | 0.2
Cc1ccc2c(C(=O)CN3CCCCC3CCO)c(C)[nH]c2c1 (stereo unspecified) | 0.8 | -0.2 | 10.9 | 10.7 | 3.1 | -7.8 | -0.5 | 0.8 | 16.9 | 0.8 | -0.2
CN1Cc2c(N3CCOCC3)nc(SCc3ccccc3)c(C#N)c2CC1(C)C | 0.8 | -0.8 | -4.7 | 36.1 | 11.7 | x | 0.0 | 0.5 | 22.3 | 0.8 | -0.3
O=C(Cn1c(N2CCN(C/C=C/c3ccccc3)CC2)nc2ccccc21)c1ccccc1 | 0.9 | -2.1 | -3.0 | 53.2* | -2.2 | -29.7 | 1.0 | 0.9 | 8.1 | 0.9 | -0.2
CC(C)(C)[C@H]1C=C(C(=O)Nc2ccccc2)O[C@@H](OCc2ccc(CO)cc2)C1 | 0.7 | 0.9 | -2.0 | 41.2 | 8.3 | -0.5 | 10.0* | 0.9 | 30.9 | 0.9 | -0.2
COC(=O)c1cccc(NC(=O)c2cccs2)c1C | 0.9 | 0.0 | -1.9 | -2.0 | 0.2 | x | 1.2 | 0.9 | 10.9 | 0.9 | 0.0
O=C(N/N=C/c1ccncc1)c1cc(Br)ccc1OCc1ccccc1 | 0.9 | 0.6 | -0.2 | -5.0 | 1.3 | 11.9 | 2.3 | 0.9 | 9.5 | 0.8 | 0.9
Cc1ccc(NC(=O)CNCc2ccccn2)cc1S(=O)(=O)N(C)C | 0.9 | -2.4 | -4.3 | 6.7 | 6.3 | -6.2 | 3.1 | 0.8 | 11.1 | 0.8 | -0.1
O=C(O)/C=C/c1ccc(S(=O)(=O)N2CCCCCC2)cc1 | 1 | -2.0 | -2.5 | -3.0 | 6.4 | -13.0 | 0.5 | 1 | -4.5 | 1.1 | 0.0
COc1ccc(-c2cc(N)n(S(=O)(=O)c3ccc(C)cc3)n2)c(OC)c1 | 0.7 | -1.7 | -3.6 | -3.9 | 0.1 | x | 0.8 | 0.9 | 30.9 | 0.9 | -0.2
Cc1nc2c(nnn2Cc2ccccc2)c(=O)[nH]1 | 0.7 | -0.1 | -5.4 | -6.9 | 11.0 | -11.4 | 1.3 | 0.5 | 26.9 | 0.7 | -0.3
CCCNc1ncnc2nc[nH]c12 | 0.8 | -2.7 | -4.1 | 6.3 | -8.1 | -5.9 | 0.9 | 0.9 | 25.0 | 0.8 | -0.3
CCOc1cccc(OCCOCCN(C)Cc2ccccc2)c1 | 0.9 | -0.9 | -4.7 | 79.5* | 8.6 | 20.8 | 1.0 | 0.9 | 9.6 | 0.8 | -0.4
O=C(CN1C(=O)c2cccc3cccc(c23)C1=O)N1CCN(c2ccccn2)CC1 | 0.9 | 0.1 | -1.6 | 47.8 | 5.7 | -2.8 | -0.7 | 1 | 6.1 | 1 | 0.0
CCOC(=O)CN1CC23C=CC(O2)C(C(=O)Nc2ccc(OC)cc2OC)C3C1=O (stereo unspecified) | 0.8 | -0.3 | 4.6 | -6.7 | 31.1 | -3.1 | 2.7 | 0.9 | 19.9 | 0.8 | -0.1
Cc1cc(=O)[nH]c(SCC(=O)Nc2ccccc2C)n1 | 0.9 | -1.0 | -14.0 | -7.9 | 11.2 | 8.5 | 1.4 | 0.9 | 10.9 | 0.8 | -0.1

Rows were taken by chance (roughly 12% active in at least one column).
